# KB-3-1 tox: KB-3-1 parental cell cytotoxicity; KB-3-1 viability, CellTiter-Glo ATP luminescence, 72 h; 400,000 compounds, 1.4% hits; Potency, µM (highest dose often 46.1 µM), for inactives: at the highest dose activity change, negative = cytotoxic, most hits filed as cytotoxic; note: % is set by controls: 0 for no effect and ±100 for the full control effect; nearly all actives have a fitted effect of over 60% in size
#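 72 h, 37 °C compound treatment of KB-3-1 parental cells; CellTiter-Glo added, 10 min, luminescence read. Data corrected against DMSO-only plates and normalized before curve fitting.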
# TDP43 rescue: inhibitors of TDP-43 toxicity in yeast. TDP-43 expressing yeast growth rescue, BacTiter-Glo, 24 h. 410,000 compounds, 1.8% hits. Potency, µM (series often up to 46.1 µM), for inactives: top-dose growth rescue (activation), actives largely listed as activators. AID 652104; note: % of control where 0% means no effect; nearly all actives have a fitted effect of over 50% in size
#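 Readout is BacTiter-Glo luminescence of cell growth, so inhibitors register as activators. TDP-43-expressing yeast at OD600=0.02 in galactose medium, after raffinose pregrowth to mid-log, were incubated with compound for 24 hr at 30 deg C.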
# GLP1R cytotox: cytotoxicity in counter-screen for GLP-1R inverse agonists. Potency, µM (top dose mostly 38.3 µM), for the others: at the top dose activity change, negative = inhibition, most hits filed as inhibitors. HEK293 cAMP-luciferase reporter cells, luminescence, 24 h. 410,000 compounds, 0.13% hits;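 note: loss of luciferase light is scored as toxicity; % is set by controls: 0 for no effect and ±100 for the full control effect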
#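 Here, cytotoxicity is scored as loss of luminescence. The MLSMR collection was tested on cells seeded in medium containing 10% Nu serum, with a 24 hr compound exposure preceded by 12 hours of culture.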
# KB-V1 cytotox: KB-V1 MDR subline cytotoxicity; KB-V1 MDR cells viability, CellTiter-Glo, 72 h; Potency, µM (top dose mostly 46.1 µM), without a hit: at the highest dose activity change, negative = cytotoxicity, most hits filed as cytotoxic; 400,000 compounds, 3.4% hits; note: % is set by controls: 0 for no effect and ±100 for the full control effect; nearly all actives have a fitted effect of over 60% in size
#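 KB-V1, DMEM (no phenol red) + 10% FBS; cpd pin-transferred, titration series; 72 h, 37 degrees C; CellTiter-Glo, luminescence. Data normalized, curve-fit.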
# SW480 rereplic: DNA re-replication induction in SW480 cells; AID 624297; SW480 DNA re-replication, Hoechst DNA content imaging, 48 h; Potency, µM (highest dose often 46.1 µM), without a hit: at the top dose re-replication activation, hits mostly activators; 340,000 compounds, 1.8% hits; note: % of control where 0% means no effect; nearly all actives have a fitted effect of over 55% in size
#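 Compounds, transferred as 23 nL by pin tool, were incubated with cells for 48 hr; DNA content per nucleus was then quantified by Hoechst staining and fluorescence plate imaging.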
# GLP1R inv ag: inverse agonists of human GLP-1 receptor; P43220; HEK293 GLP-1R CRE-luciferase, luminescence, 24 h; GLP-1R form is constitutively active; Potency, µM (highest dose often 38.3 µM), without a hit: at the highest dose activity change, negative = inhibition, most hits filed as inhibitors; 410,000 compounds, 1.6% hits; AID 624417; note: % is set by controls: 0 for no effect and ±100 for the full control effect; nearly all actives have a fitted effect of over 55% in size
# Target sequence (P43220 whole entry, looked up): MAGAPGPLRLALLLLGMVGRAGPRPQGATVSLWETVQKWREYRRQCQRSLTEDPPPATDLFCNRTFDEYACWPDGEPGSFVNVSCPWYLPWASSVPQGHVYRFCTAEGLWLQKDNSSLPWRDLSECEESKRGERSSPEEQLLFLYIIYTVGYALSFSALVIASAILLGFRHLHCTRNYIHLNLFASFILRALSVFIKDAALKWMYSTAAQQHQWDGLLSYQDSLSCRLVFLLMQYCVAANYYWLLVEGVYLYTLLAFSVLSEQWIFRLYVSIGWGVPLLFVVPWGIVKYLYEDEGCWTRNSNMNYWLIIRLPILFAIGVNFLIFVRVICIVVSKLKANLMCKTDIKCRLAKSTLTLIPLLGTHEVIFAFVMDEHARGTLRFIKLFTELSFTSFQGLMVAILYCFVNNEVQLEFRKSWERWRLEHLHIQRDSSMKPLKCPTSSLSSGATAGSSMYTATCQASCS
#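 Inverse agonism was detected as reduced cAMP-driven luciferase luminescence after 24 h compound treatment. The cells were HEK293 clones expressing constitutively active human GLP-1R with the reporter. Reporter-only and GPR119 cell lines served as counterscreen controls.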
# GLP1R ag: agonists of human GLP-1 receptor | HEK293 GLP-1R CRE-luciferase, luminescence, 4-6 h; cells express a hypersensitive GLP-1R form | Potency, µM (series often up to 45.6 µM), inactives show top-dose activation, usual class: activators | 380,000 compounds, 0.007% hits; note: % of control where 0% means no effect
# HT1080 IDH1KD tx: kills HT-1080 cells with IDH1 knockdown; HT-1080 IDH1 knockdown viability, ATP luminescence, 48 h; Potency, µM (series often up to 46.1 µM), inactives show at the highest dose activity, negative = toxicity, actives largely listed as cytotoxic; 360,000 compounds, 2% hits; AID 686971;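 note: 0% = DMSO wells and -100% = cell-free medium wells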
#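 Viability of IDH1-knockdown HT-1080 fibrosarcoma cells was assessed by CellTiter-Glo after 48 h at 37 °C with titrated compound; concentration-effect curves were classified by fit quality and response size.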
# HT1080-NT tox: kills 2HG-producing HT-1080-NT fibrosarcoma cells; HT-1080-NT fibrosarcoma viability, CellTiter-Glo ATP luminescence, 48 h; Potency, µM (highest dose often 46.1 µM), for inactives: top-dose activity, negative = less viability, actives largely listed as cytotoxic; 360,000 compounds, 1.6% hits;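 note: NT is the 2HG producing partner of a matched IDH1 knockdown line; 0% = DMSO-treated cells and -100% = media-only wells without cells; nearly all actives have a fitted effect of over 55% in size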
#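 Compounds were tested in concentration-response format on HT-1080-NT cells for 48 hours at 37 degrees C. Cell viability came from CellTiter-Glo luminescence; curves were classified by r2, response magnitude and activity.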
# Active calls of the source: *; ? = inconclusive; nt = no result given; & = joins results of further samples; [ ] = dose if it differs, or a comment. Calls come from the whole dose curve; as a rule, active = well fitted curve in the direction sought with a large enough effect; inconclusive = small, poorly fitted or top-dose-only effect, or another doubt; inactive = no such curve, though single readings can be large; an effect the other way counts as inactive or inconclusive. Potency is the fitted concentration of half-maximal effect.
Structure	GLP1R cytotox	KB-3-1 tox	HT1080 IDH1KD tx	SW480 rereplic	HT1080-NT tox	GLP1R inv ag	KB-V1 cytotox	TDP43 rescue	GLP1R ag
Cc1ccc(C)c(NS(=O)(=O)c2ccc(OCC(=O)NCC3CCCO3)cc2)c1 (configuration not stated)	10%	-4%	10%	6%	1%	16%	1%	4%	9%
CCC(=O)NCCn1c(C)cc2ccccc21	-8%	3%	4%	-1%	-21%	2%	16%	9%	-1%
c1ccc2c(c1)SCc1nnc(-c3ccncc3)n1-2	8%	8%	5%	-9%	5%	16%	21%	7%	-1%
Cc1ccc([C@H]2C[C@H](O)[C@@H](n3cc(COC(=O)c4ccccc4)nn3)CN2C(=O)c2cccs2)cc1	3%	?	-1%	nt	-1%	-5%	0%	12%	5%
CCCCC(=O)NC(NC(=S)N1CCOCC1)C(Cl)(Cl)Cl (configuration not stated)	0%	-3%	-2%	0%	2%	?	6%	-5%	-8%
COc1ccc(-c2sc(NC(=O)c3ccc(C)cc3)nc2-c2ccc([N+](=O)[O-])cc2)cc1	-1%	10%	-3%	0%	0%	2%	0%	14%	-6%
COc1ccc(-c2nnc(SCC(=O)NC3CCCCC3)nc2-c2ccc(OC)cc2)cc1	-4%	6%	nt	nt	nt	9%	-15%	10%	nt
COC(=O)c1ccc(N2C(=O)Nc3ccccc3N2O)cc1	3%	?	-8%	11%	1%	6%	0%	24%	-6%
Cc1ccccc1NC(=S)N1CCCC1	-10%	6%	12%	3%	6%	3%	0%	4%	-2%
CCc1cc2c(COC(=O)c3cccc(NS(C)(=O)=O)c3)cc(=O)oc2cc1O	180%[activator]	-2%	?	28%	?	4µM*	-9%	-6%	7%

# Arranged by SMILES length (low to high): 3 of the compounds above
Structure	GLP1R cytotox	KB-3-1 tox	HT1080 IDH1KD tx	SW480 rereplic	HT1080-NT tox	GLP1R inv ag	KB-V1 cytotox	TDP43 rescue	GLP1R ag
c1ccc2c(c1)SCc1nnc(-c3ccncc3)n1-2	8%	8%	5%	-9%	5%	16%	21%	7%	-1%
COc1ccc(-c2nnc(SCC(=O)NC3CCCCC3)nc2-c2ccc(OC)cc2)cc1	-4%	6%	nt	nt	nt	9%	-15%	10%	nt
Cc1ccc([C@H]2C[C@H](O)[C@@H](n3cc(COC(=O)c4ccccc4)nn3)CN2C(=O)c2cccs2)cc1	3%	?	-1%	nt	-1%	-5%	0%	12%	5%

# Molecules from the list above that have an aryl methoxy group:
Structure	GLP1R cytotox	KB-3-1 tox	HT1080 IDH1KD tx	SW480 rereplic	HT1080-NT tox	GLP1R inv ag	KB-V1 cytotox	TDP43 rescue	GLP1R ag
COc1ccc(-c2sc(NC(=O)c3ccc(C)cc3)nc2-c2ccc([N+](=O)[O-])cc2)cc1	-1%	10%	-3%	0%	0%	2%	0%	14%	-6%
COc1ccc(-c2nnc(SCC(=O)NC3CCCCC3)nc2-c2ccc(OC)cc2)cc1	-4%	6%	nt	nt	nt	9%	-15%	10%	nt

# Following part:
Structure	GLP1R cytotox	KB-3-1 tox	HT1080 IDH1KD tx	SW480 rereplic	HT1080-NT tox	GLP1R inv ag	KB-V1 cytotox	TDP43 rescue	GLP1R ag
CON=C1C=C(C)C(=O)C(C)=C1C	-5%	10%	14%	-5%	9%	2%	0%	26%	0%
CCC1=NC(c2ccc(Br)cc2)N(O)C1(C)C (configuration not stated)	14%	11%	7%	-12%	?	-15%	-3%	-19%	1%
COc1cccc2c(Cl)c(CC=C(Cl)Cl)c(C)nc12	14%	-3%	-4%	-10%	-7%	22%	-28%	11µM*	19%
Cc1cc(C)cc(NC(=O)C(=S)NCc2ccccc2)c1	1%	0%	-1%	-6%	9%	11µM*	16%	4%	-3%
CCOc1ccc(NC(=O)CSC2=C(C#N)C(c3ccc4c(c3)OCO4)CC(=O)N2)cc1 (configuration not stated)	-5%	8%	?	2%	-9%	?	12%	-7%	-4%
Cc1ccc(Cn2ccc(NC(=O)c3cc(C4CC4)on3)n2)cc1	0%	14%	3%	-16%	2%	?	1%	?	-1%
O=C(Nc1cccc(F)c1)c1cc(S(=O)(=O)N2CCC(C(=O)O)CC2)ccc1F	11%	-15%	14%	-8%	0%	8%	0%	-14%	5%
COc1cc(/C=N/NC(=O)c2cc3ccccc3[nH]2)ccc1O	0%	-5%	-8%	4%	-10%	-6%	8%	19%	5%
COc1ccc(CNC(=O)c2csc(Cc3ccccc3)n2)cc1	18%	-8%	-1%	1%	-9%	4%	-2%	?	4%
O=C1C=C(NCCc2cc(Br)c(O)c(Br)c2)C(=O)c2ncccc21	?	7.3µM*	10µM*	3.7µM*	?	?	5.8µM*	-3%	-21%
Cc1ccccc1S(=O)(=O)Cc1ccc(C(=O)NCc2ccccc2)o1	0%	17%	9%	0%	11%	-6%	?	-1%	12%
O=C(CC(O)(c1ccccc1)C(F)(F)F)c1cccs1 (configuration not stated)	19%	9%	-5%	-3%	-8%	-33%	-20%	-5%	0%
Cc1ccc(N2CC(c3nc4ccccc4[nH]3)CC2=O)c(C)c1 (configuration not stated)	-9%	-22%	-1%	-4%	0%	10%	0%	-6%	-7%
CCCC(=O)Nc1ccccc1NC(C)=O	12%	1%	5%	-1%	14%	9%	31%	-7%	3%
Fc1ccc(-c2ccc(/C=N/n3cnnc3)o2)cc1	-3%	0%	5%	1%	7%	1%	0%	20%	9%
Cc1cc(C)nc(NC(=O)C(C)C)n1	-1%	10%	4%	-4%	13%	4%	?	12%	-21%
Cc1cc(C(C)(C)C)cc(S(=O)(=O)Nc2cccc(C(=O)O)c2)c1C	-2%	-1%	0%	-2%	13%	0%	-21%	-7%	-4%
Cc1c(NC(=S)NC(=O)c2cc3ccccc3o2)c(=O)n(-c2ccccc2)n1C	4%	7%	14%	-7%	10%	24%	?	22%	-10%
CCC(C)Nc1nc2c(c(=O)[nH]c(=O)n2C)n1CCCc1ccccc1 (configuration not stated)	-1%	-4%	1%	2%	9%	29%	-3%	-14%	?
CCc1nc2c(OCc3cccc(Cl)c3)cccn2c1N(C)C(=O)c1ccc(OC)cc1	1%	-1%	-12%	nt	-6%	15%	?	20%	-6%

# 4 entries picked at random from those above, as already listed:
Structure	GLP1R cytotox	KB-3-1 tox	HT1080 IDH1KD tx	SW480 rereplic	HT1080-NT tox	GLP1R inv ag	KB-V1 cytotox	TDP43 rescue	GLP1R ag
Cc1ccc(N2CC(c3nc4ccccc4[nH]3)CC2=O)c(C)c1 (configuration not stated)	-9%	-22%	-1%	-4%	0%	10%	0%	-6%	-7%
CCc1nc2c(OCc3cccc(Cl)c3)cccn2c1N(C)C(=O)c1ccc(OC)cc1	1%	-1%	-12%	nt	-6%	15%	?	20%	-6%
Cc1cc(C(C)(C)C)cc(S(=O)(=O)Nc2cccc(C(=O)O)c2)c1C	-2%	-1%	0%	-2%	13%	0%	-21%	-7%	-4%
Cc1ccccc1S(=O)(=O)Cc1ccc(C(=O)NCc2ccccc2)o1	0%	17%	9%	0%	11%	-6%	?	-1%	12%

# (list continues)
Structure	GLP1R cytotox	KB-3-1 tox	HT1080 IDH1KD tx	SW480 rereplic	HT1080-NT tox	GLP1R inv ag	KB-V1 cytotox	TDP43 rescue	GLP1R ag
Clc1ccc(Oc2nnnn2-c2ccccc2)cc1	0%	26%	18%	-4%	19%	-29%	2%	11µM*	4%
O=C(CN1CCC(n2nnc3cc(F)ccc32)CC1)NC1CC1	0%	2%	13%	-4%	9%	0%	?	26%	2%
CC(=O)Nc1nnc(SCC(=O)NCc2ccc3c(c2)OCO3)s1	5%	-12%	12%	-13%	15%	6%	-4%	16%	-1%
O=C(Nc1ccccc1O)c1ccc(C(=O)c2ccccc2)o1	-11%	-17%	-13%	-2%	-21%	72%[activator]	?	18%	1%
CCOC(=O)C1=C(C)Nc2nc(SCC(=O)OC)nn2C1c1cc(F)cc(F)c1 (configuration not stated)	-8%&1%	8%&0%	-2%&-10%	0%&-7%	17%&4%	6%&0%	?	-16%&-9%	-1%&-1%
CC1CCCCN1C(=O)CSc1c2c(nc3cc(Cl)ccc13)CCCC2 (configuration not stated)	-16%	-1%	nt	nt	nt	-5%	3%	3%	nt
CCCCN(C)CCCNC(=O)c1cn(CC)c2ccc(S(=O)(=O)N3CCOCC3)cc2c1=O	0%	10%	26%	-3%	24%	-10%	3%	-5%	3%
COc1ccccc1/C=C/C=N/n1c(-c2ccccc2)n[nH]c1=S	2%	5%	-3%	0%	1%	-8%	18%	0%	4%
O=C(O)CCC(=O)NNC(=O)c1ccc([N+](=O)[O-])cc1	-6%	-4%	1%	0%	0%	0%	-7%	-3%	-1%
Cc1ccc2[nH]cc(CCNC(=O)Nc3ccccc3)c2c1	-16%	-6%	9%	4%	4%	?	0%	-12%	8%
Cc1ccc2c(c1)nnn2C1CCN(S(=O)(=O)c2ccc3ccccc3c2)CC1	-8%	-30%	?	-1%	?	-2%	21µM*	12%	-8%
COn1c(SCc2ccc(Cl)cc2)nc2ccccc2c1=O	5%	-18%	-11%	1%	-3%	0%	-8%	?	18%
COCOc1cc(O)c2c(=O)c(OCOC)c(-c3ccc(OCOC)c(OCOC)c3)oc2c1	5%	?	-3%	?	-1%	?	-23%	19%	26%
CC(=O)N/N=C(\C)C1COc2ccccc2O1 (configuration not stated)	3%	?	11%	-3%	9%	2%	?	9%	6%
COC(=O)CSc1nc2ccc(C)cc2cc1C#N	2%	10%	10%	-27%	16%	5%	14%	0%	-1%
CN(C)S(=O)(=O)c1cccc(NC(=S)NN=C(Cc2ccccc2)Cc2ccccc2)c1	?	-9%	13%	-2%	6%	-18%	-14%	?	-4%
S=C(c1ccc(-c2ccc(Cl)cc2)o1)N1CCCCC1	-9%	?	-21%	7%	?	?	-22%	-20%	10%

# Shown as a hit in SW480 rereplic, of those listed so far:
Molecule,SW480 rereplic,GLP1R ag
O=C1C=C(NCCc2cc(Br)c(O)c(Br)c2)C(=O)c2ncccc21,3.7µM*,-21%

# The order is random (roughly 9.4% active in at least one column).
